# Assay outcomes: PubChem BioAssay, several laboratories
# SR-BI DiI inh: inhibitors of SR-BI mediated HDL lipid uptake, primary screen, ldlA[mSR-BI] cells, fluorescence, single point. Scavenger receptor class B member 1 (Mus musculus), Q61009. ldlA[mSR-BI] CHO cells, DiI-HDL uptake fluorescence, 3 h. inhibition, % at 12.5 µM. 0.96% of 320,000 active;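 active = mean replicate inhibition of at least 70% and a set share of replicates each scoring 70 or more; inconclusive = meets just one of the two criteria; inactive = fails both criteria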;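 also: 0% = median of neutral control wells and 100% = median of positive control wells; values of inactives mirror those of a sister screen read the other way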
# Target sequence (Q61009 whole entry, looked up): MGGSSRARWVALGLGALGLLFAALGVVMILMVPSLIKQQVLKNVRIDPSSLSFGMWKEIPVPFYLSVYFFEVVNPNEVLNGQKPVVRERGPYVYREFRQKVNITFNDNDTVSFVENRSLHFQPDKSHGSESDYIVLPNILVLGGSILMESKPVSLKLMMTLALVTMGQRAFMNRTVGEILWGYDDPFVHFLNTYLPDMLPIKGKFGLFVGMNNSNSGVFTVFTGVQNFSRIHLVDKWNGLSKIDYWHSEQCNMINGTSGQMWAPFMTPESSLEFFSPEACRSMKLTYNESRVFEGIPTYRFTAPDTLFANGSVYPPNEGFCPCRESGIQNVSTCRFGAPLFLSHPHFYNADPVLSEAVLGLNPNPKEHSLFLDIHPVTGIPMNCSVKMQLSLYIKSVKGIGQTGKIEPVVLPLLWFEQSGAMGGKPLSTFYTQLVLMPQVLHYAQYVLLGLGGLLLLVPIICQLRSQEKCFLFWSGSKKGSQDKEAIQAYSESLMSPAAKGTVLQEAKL
# AddAB inh: growth inhibition of E. coli expressing H. pylori AddAB, primary screen, AddAB inhibitor project, absorbance; inhibition, % at 11.9 µM; 0.29% of 330,000 active; AID 435030, 2010; in the data active = inhibition above about 12%;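 also: 0% = vehicle wells of infected cells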
# MITF act: activators of MITF-driven TRPM1 promoter reporter, primary screen, cell-based, SK-MEL-5, luciferase, single point; SK-MEL-5 TRPM1-promoter luciferase, 24 h; % of positive control, neutral wells = 0; activation, % at 12.5 µM; 0.75% of 300,000 active; AID 588334, 2011;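 active = mean activation of at least 80% with every replicate also reaching 80%; inconclusive = mean reaches 80% but some replicate falls short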;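 also: 0% = neutral control wells and 100% = parthenolide positive control wells; values of inactives mirror those of a sister screen read the other way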
# CAL PDZ FP-1: untagged CAL PDZ binding inhibitors, primary screen, biochemical, fluorescence polarization, HTS; AID 602252, 2012; Golgi-associated PDZ and coiled-coil motif-containing protein (Homo sapiens), Q9HD26; inhibition, % at 24.9 µM; 0.92% of 300,000 active; purified CAL PDZ, TMR-peptide fluorescence polarization, 1 h;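 active = mean inhibition of at least 30% with at least half of replicates also reaching 30%; inconclusive = no clear call, values can overlap the other calls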;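 also: 0% = DMSO neutral control and 100% = excess unlabeled competitor peptide PRC23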
# CAL PDZ FP-2: CAL PDZ peptide-binding inhibitors, primary screen, biochemical, fluorescence polarization, Cer-tagged CAL PDZ, HTS. Golgi-associated PDZ and coiled-coil motif-containing protein (Homo sapiens), Q9HD26. purified CAL PDZ, TMR-peptide fluorescence polarization, 1 h. inhibition, % at 20 µM. 0.02% of 330,000 active. AID 504414, 2011;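 active = highest replicate inhibition of at least 40%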;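 also: plate controls were DMSO neutral control wells for no effect and unlabeled competitor peptide control wells for full effect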
#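 System: tagged CAL PDZ domain. Schedule: 1 h room-temperature incubation prior to read. Signal: fluorescence polarization (mP). Measure: percent inhibition from loss of millipolarization.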
# Ecoli viability: E. coli V3065 growth inhibition, primary screen, counter-screen for AddAB inhibitor project, absorbance, OD600; 18 h; inhibition, % at 11.9 µM; 0.27% of 330,000 active;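 active = inhibition above the campaign's mean inhibition across all tested compounds plus 3 SD, cut at about 9.9% in these data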;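 also: uninfected addAB+ strain grown without phage in ampicillin broth; 0% = DMSO wells and 100% = ciprofloxacin 0.95 µg/ml wells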
# Wnt bcat act: Wnt/beta-catenin pathway activators, primary screen, cell-based, plate reader, single point. 1.2% of 300,000 active. AID 743398, 2014. Wnt/beta-catenin reporter cell assay, activator. activation, % at 9.35 µM; in the data active = activation above about 30%, passing the limit was not always enough; inconclusive = no clear call, values can overlap the other calls;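 also: 0% = neutral control wells and 100% = positive control wells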
# Tat transport: E. coli Tat export inhibitors, primary screen, MC4100, TorA-mCherry reporter, fluorescence, single point; 0.036% of 340,000 active; inhibition, % at 10 µM;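 active = mean replicate inhibition at least 50% and at least half of replicates individually reaching 50%; inconclusive = only one of the two criteria met; inactive = neither criterion met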;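 also: exported cargo escapes ClpAP degradation while cytoplasmic cargo is degraded and loses fluorescence; 0% = median of neutral control wells and 100% = median of NaSCN control wells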
# phage Ecoli inh: growth loss of phage-infected E. coli, primary screen, RecBCD inhibitor project, absorbance, with phage, HTS | 0.26% of 360,000 active | inhibition, % at 11.9 µM | AID 651602, 2012; in the data active = inhibition above about 11%
# SR-BI uptake up: activators of SR-BI mediated DiI-HDL uptake, primary screen, ldlA[mSR-BI] CHO cells, DiI fluorescence | activation, % at 12.5 µM | 3 h; 100 = double the neutral-control signal | 0.096% of 320,000 active;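 active = mean replicate activation of at least 60% and every replicate at or above 60%; inconclusive = mean or all-replicate condition met, but not both; inactive = mean below 60% and not all replicates reaching 60%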;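 also: 0% = median plate neutral-control signal and 100% = twice that signal; values of inactives mirror those of a sister screen read the other way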
#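 Material: SR-BI-overexpressing, LDLR-lacking CHO cells | Dosing: Single compound concentration, delivered by pin transfer | Probe or stimulus: Labelled HDL, 10 µg/mL | Signal: Bottom-read cell fluorescence after medium removal, ex 550/em 595 nm | Schedule: 3 h, 37 °C | Evaluation: HDL uptake via cellular fluorescence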
# * = called active by the depositor; ? = inconclusive; . = not tested or not shown.
SMILES,SR-BI DiI inh,AddAB inh,MITF act,CAL PDZ FP-1,CAL PDZ FP-2,Ecoli viability,Wnt bcat act,Tat transport,phage Ecoli inh,SR-BI uptake up
O=C(O)C(Oc1ccc2c(c1)oc(=O)c1ccccc12)c1ccccc1 (centres undefined),-2,1.8,.,9,-0.7,-0.9,1,1,0.8,2
CCn1c(C)[n+](CC)c2ccc(S(=O)(=O)N(C)C)cc21,-15,1.3,2,2,-1.1,-2.6,-2,1,3.5,15
CCCC(=O)Nc1cc(-c2nnc(OC)c3ccccc23)ccc1N1CCOCC1,1,1.9,-16,-6,.,-1.8,.,3,0.2,-1
O=C(Nc1cccn(Cc2c(F)cccc2Cl)c1=O)NC1CCCCC1,17,0.2,20,.,0.9,0.8,-3,1,4.4,-17
O=S(=O)(N[C@H](CO)Cc1ccccc1)c1ccc(Br)cc1F,11,-0.1,3,-2,0.3,-1.8,-1,-7,2.8,-11
COc1cc(NS(=O)(=O)c2ccc(C)cc2)ccc1-n1cnnn1,-16,-0.9,3,-3,-0.3,-0.1,27,-4,2.7,16
COC(=O)c1cnc2c(c(C)nn2C)c1OC,-5,2.3,.,.,-3.3,-0.8,0,-7,-0.4,5
CCOc1ccc(OCC(=O)Nc2nccs2)cc1,-12,0.8,-53,-1,-3.3,1.2,.,-10,.,12
Cc1ccnc(NC(=O)CCC(=O)N(CC(=O)NC(C)(C)C)c2ccc3c(c2)OCCO3)c1,-4,2.9,3,-5,-0.3,1.9,1,8,6.4,4
CCCCN1CNC(=S)N(c2cc(C)ccc2C)C1,-11,-1.4,-5,-2,-0.2,-2.3,-1,-5,-0.4,11
COC(=O)CCC(=O)OC,-17,0.9,1,-5,-0.1,2.4,2,0,3.4,17
Cc1ccc(-c2noc(-c3ccccc3C(=O)N3CCN(C)CC3)n2)cc1,0,2.7,.,.,-0.7,-1.4,-4,6,1.1,0
CCOc1ccc(NC(=O)COC(=O)Cc2ccc(S(=O)(=O)N3CCOCC3)s2)cc1,-15,0.5,8,-5,-2.1,-1.4,.,-3,-1.6,15
OC(COc1ccc(F)cc1)CN1CCN(CC(O)COc2ccc(F)cc2)CC1 (centres undefined),-6,-1.1,-4,-1,0.7,0.5,-4,0,0.0,6
Cc1ccc(S(=O)(=O)CCC(=O)OCC(=O)Nc2cc(C)on2)cc1,-18,0.7,-9,0,-2.0,-1.6,.,-3,-0.2,18
CCn1c(=O)c(=O)[nH]c2cc(C(=O)NCc3ccc(F)cc3)ccc21,-22,2.5,-6,23,-0.8,-0.4,-1,-6,1.0,22
O=C(Nc1ccccc1)Nc1ccc(Cl)c([N+](=O)[O-])c1,21,7.2,28,-3,-1.5,6.2,-1,-4,3.2,-21
CCOC(=O)c1ccc(NC(=O)c2cc3c(C)nn(-c4ccccc4Cl)c3s2)s1,69,1.5,5,-4,-1.6,1.0,-10,-8,2.5,-69
C=CCN=C1CCCc2c1[nH]c1ccc(C)cc21,3,0.1,-29,.,0.5,-0.3,-3,-1,4.3,-3
O=C(NC(=S)N1CCCCC1c1cccnc1)c1ccc(Br)cc1 (centres undefined),9,2.2,9,-3,-1.0,-3.0,0,11,-1.3,-9
Cc1noc(C)c1S(=O)(=O)Nc1cccc(CO)c1,-25,0.3,-2,-6,-1.5,2.3,-1,-1,-2.0,25
NC(=O)NC(=O)COC(=O)CN1C(=O)C2CCCCC2C1=O (centres undefined),-10,-1.2,-9,0,-2.6,-1.2,-3,1,0.2,10
CCN(CC)C(=O)c1ccc(C(=O)c2c(C)cc(C)cc2C)cc1,28,0.6,1,-3,-0.8,1.2,.,0,1.8,-28
Fc1ccc(CN2CC[C@H]3C=CCc4cccc(c43)C2)cc1,2,1.8,2,-3,-0.6,0.2,-2,-9,3.4,-2
CCC1CCCCN1CCN1C(=O)C2C(C(=O)Nc3ccc(OC)cc3)C3C=CC2(O3)C1C(=O)NC1CCCCC1 (centres undefined),22,3.7,-3,-5,-0.4,-0.3,9,-3,-0.1,-22
SMILES,SR-BI DiI inh,AddAB inh,MITF act,CAL PDZ FP-1,CAL PDZ FP-2,Ecoli viability,Wnt bcat act,Tat transport,phage Ecoli inh,SR-BI uptake up
O=C(Cc1ccccc1)Nc1ccc2oc(=O)ccc2c1,5,-0.3,17,-4,-0.5,0.7,-1,?,2.1,-5
COc1cc(C(=O)N2CCN(C(=O)c3ccco3)CC2)c([N+](=O)[O-])cc1OC,-7,-0.9,10,-1,0.8,2.2,-1,3,2.6,7
OCCN1CCOCCN(CCO)CCOCC1,-6,2.4,-2,0,-0.6,0.7,-1,-3,0.0,6
O=C(N/N=C/c1cccnc1)c1ccco1,-10,1.8,.,.,0.6,-0.3,5,-1,-0.6,10
COC(=O)c1ccc(C(=O)OC)c(NC2=NS(=O)(=O)c3ccccc32)c1,-5,0.3,2,0,-2.3,0.2,.,1,0.5,5
[O-][n+]1onc2c1C(N1CCOCC1)CCC2N1CCOCC1 (centres undefined),-27,3.6,-11,-1,-0.4,1.1,.,5,4.4,27
Cc1cc(C(F)F)n2nc(C(=O)Nc3ccccc3F)nc2n1,-2,3.7,10,-2,-0.4,-0.3,.,7,5.0,2
Cc1[nH]c2ccccc2c1SCC(=O)Nc1nccs1,8,1.5,42,.,-0.8,0.8,3,-6,2.9,-8
CC(=O)N1CCN(C(=O)c2ccc(NS(=O)(=O)c3ccc4[nH]c(=O)[nH]c4c3)cc2)CC1,-37,-1.7,-3,-1,-0.9,-2.4,-1,1,0.7,37
O=C(NCCc1ccccc1)C(=O)NC1CCCCC1,6,0.2,49,-5,-0.7,-2.5,5,-8,-0.5,-6
NC(=O)COC(=O)[C@H](Cc1ccccc1)NS(=O)(=O)c1ccc2c(c1)OCCO2,1,.,8,-2,0.2,.,1,-4,4.9,-1
O=C(O)CCC(=O)NNC(=O)CCCOc1ccc(Cl)cc1Cl,-1,0.6,-10,-3,-0.3,0.5,.,-4,0.0,1
Cc1ccc(NC(=S)NNC(=O)Cn2nc(C(F)F)cc2C(F)F)cc1,-2,2.5,3,1,-1.1,2.1,2,-8,3.2,2
COc1ccccc1NC(=O)C(C)N(C)CCOc1ccccc1 (centres undefined),-10,3.6,-11,-1,-3.8,3.2,-1,3,3.6,10
COc1ccc(N2CCN(C3CCCN(C(=O)CN4CCCCC4=O)C3)CC2)cc1 (centres undefined),-8,2.5,2,6,0.1,2.4,0,3,2.7,8
COC(=O)CCCC(=O)Nc1c(F)c(F)c(F)c(F)c1F,-83,-0.5,.,-1,-1.1,0.3,.,1,1.2,?
CCOC(=O)C1=C(COC(=O)/C=C/c2ccccc2F)NC(=O)NC1C (centres undefined),13,0.2,-3,1,-0.8,-0.3,0,-1,5.7,-13
COc1cc(S(=O)(=O)Nc2ccc(C)cc2)ccc1N=Cc1c(C)[nH]n(-c2ccccc2)c1=O,18,0.9,4,-4,-0.3,-0.5,0,-16,1.8,-18
NCCSc1c(-c2ccccc2)[nH]c2ccccc12,23,-1.4,.,1,0.4,-0.9,-3,-5,1.5,-23
Nc1ccc2c(c1)C(=NO)c1cc([N+](=O)[O-])ccc1-2,17,.,-20,0,1.3,.,0,-2,1.6,-17
CCCn1c(N2CCN(S(=O)(=O)Cc3ccccc3)CC2)nc2ccccc21,-5,2.2,1,-2,0.4,-0.2,.,14,1.7,5
Cc1nnc(SCC(=O)NC2CCS(=O)(=O)C2)n1-c1ccccc1 (centres undefined),-35,2.1,-14,11,-0.2,1.5,-1,0,2.4,35
COc1cc(/C=N/NC(=O)C2(O)c3ccccc3-c3ccccc32)ccc1O,-11,2.4,0,-3,0.0,-1.1,-2,10,3.3,11
CCCCn1nc(C(=O)Nc2ccc(-n3cnnn3)cc2)c2ccccc2c1=O,47,0.9,11,.,-0.5,-0.9,0,-1,1.6,-47
COc1cc(/C=C/C(=O)O)cc(S(=O)(=O)NNC(=O)c2ccc3c(c2)OCO3)c1OC,-9,1.1,-9,0,-3.3,-1.9,-1,-1,-0.5,9

# The closing three records of the section before open the next one.
SMILES,SR-BI DiI inh,AddAB inh,MITF act,CAL PDZ FP-1,CAL PDZ FP-2,Ecoli viability,Wnt bcat act,Tat transport,phage Ecoli inh,SR-BI uptake up
COc1cc(/C=N/NC(=O)C2(O)c3ccccc3-c3ccccc32)ccc1O,-11,2.4,0,-3,0.0,-1.1,-2,10,3.3,11
CCCCn1nc(C(=O)Nc2ccc(-n3cnnn3)cc2)c2ccccc2c1=O,47,0.9,11,.,-0.5,-0.9,0,-1,1.6,-47
COc1cc(/C=C/C(=O)O)cc(S(=O)(=O)NNC(=O)c2ccc3c(c2)OCO3)c1OC,-9,1.1,-9,0,-3.3,-1.9,-1,-1,-0.5,9
Cc1ccc(S(=O)(=O)N2CCN(C(=O)COC(=O)CSc3cc(C)ccc3C)CC2)c(C)c1,0,1.7,-1,-1,0.3,0.7,-3,-7,-0.5,0
O=C(O)CCN1C(=O)/C(=C\c2ccc(-c3nc4ccccc4s3)o2)SC1=S,-8,3.1,.,.,6.9,0.3,.,20,.,8
COC(=O)N/N=C/c1cc(C)n(-c2cccc3ccccc23)c1C,12,2.8,9,-2,-1.7,-2.5,1,-1,1.9,-12
COc1cc(/C=C(\NC(C)=O)C(=O)NC(C)(C)C)ccc1OC(C)=O,-4,0.1,5,-3,-1.6,-0.3,-4,-9,0.1,4
S=c1[nH]nc(-c2cc(-c3ccsc3)n[nH]2)n1-c1cccc2ccccc12,-10,-0.5,-15,0,-3.1,-1.9,-10,5,4.4,10
O=C(COc1ccc(C(F)(F)F)cc1[N+](=O)[O-])Nc1cccc(C(F)(F)F)c1,-25,2.3,4,-2,-0.8,2.2,0,1,3.4,25
CCSc1nnc(NS(=O)(=O)c2ccc(C)cc2)s1,-26,-0.2,-3,0,-1.0,-1.7,-4,-11,0.7,26
O=C(CSc1nc2ccccc2[nH]1)N/N=C/C=C/c1ccccc1[N+](=O)[O-],-17,1.1,-2,5,-3.6,0.5,.,-10,2.6,17
Cc1c(C(=O)Nc2ccccc2)sc2ncn(CC(=O)N3CCCCC3)c(=O)c12,-21,4.7,-11,-3,-4.0,-0.9,-1,-2,4.8,21
CC(C1CCN(Cc2nc(C3CC3)no2)CC1)N1CCOCC1 (centres undefined),.,-2.0,-3,-1,-3.1,2.1,1,11,1.5,.
CCn1ccc(-c2ccccc2)c(C#N)c1=O,-14,2.5,1,0,-2.8,2.4,-1,-1,-0.5,14
COc1ccc(-c2cc3nc(C)cc(-c4ccc(OC)cc4)n3n2)cc1,13,-1.4,.,-6,-1.2,-1.5,1,-5,-0.7,-13
